# HT1080-NT tox: qHTS for induction of synthetic lethality in tumor cells producing 2HG: qHTS for the HT-1080-NT fibrosarcoma cell line; 360,000 compounds, 1.6% hits; HT-1080-NT fibrosarcoma viability, CellTiter-Glo ATP luminescence, 48 h; Potency, µM (doses to about 46.1 µM), without a hit: at the top dose activity, negative = less viability, hits mostly cytotoxic;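 note: NT is the 2HG producing partner of a matched IDH1 knockdown line; potency is the fitted concentration of half-maximal effect; 0% = DMSO-treated cells and -100% = media-only wells without cells; nearly all actives have a fitted effect of over 55% in size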
#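 Viability of the 2HG-overproducing fibrosarcoma line after 48 hours of compound exposure at 37 degrees C was determined by luminescence with CellTiter-Glo, and concentration-effect curves were then fitted and categorized.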
# MCF10A rereplic: A quantitative high throughput screen for small molecules that induce DNA re-replication in MCF 10a normal breast cells. MCF 10A DNA re-replication, Hoechst nuclear intensity, 48 h. Potency, µM (highest dose often 46.1 µM), for inactives: top-dose activity, positive = re-replication, actives largely listed as activators. 350,000 compounds, 2.9% hits. AID 624296, 2012; note: potency is the fitted concentration of half-maximal effect; % of control where 0% means no effect; nearly all actives have a fitted effect of over 50% in size
# KB-3-1 tox: qHTS assay for MDR1-selective chemotherapeutics: Primary screen using the parental adenocarcinoma cell KB-3-1; 400,000 compounds, 1.4% hits; AID 1347075, 2019; Potency, µM (doses to about 46.1 µM), for the others: top-dose activity change, negative = cytotoxic, hits mostly cytotoxic; KB-3-1 viability, CellTiter-Glo ATP luminescence, 72 h; note: potency is the fitted concentration of half-maximal effect; % is set by controls: 0 for no effect and ±100 for the full control effect; nearly all actives have a fitted effect of over 60% in size
#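 Here the drug-naive KB-3-1 line serves as comparator for MDR sub-line selectivity; cells received compound titrations, 72 h at 37 °C, then CellTiter-Glo readout.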
# KB-V1 cytotox: qHTS assay for MDR1-selective chemotherapeutics: Primary screen using the drug-selected MDR subline cells KB-V1; 400,000 compounds, 3.4% hits; AID 1347076, 2019; KB-V1 MDR cells viability, CellTiter-Glo, 72 h; Potency, µM (titrated, usually from 46.1 µM), inactives show top-dose activity change, negative = cytotoxicity, most hits filed as cytotoxic; note: potency is the fitted concentration of half-maximal effect; % is set by controls: 0 for no effect and ±100 for the full control effect; nearly all actives have a fitted effect of over 60% in size
#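 Compound-treated KB-V1 multidrug-resistant cells, 72 h, 37 degrees C; viability by CellTiter-Glo. Fitted qHTS curves give the values.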
# D3 ag: qHTS of D3 Dopamine Receptor Agonist: qHTS | D3R DiscoveRx beta-arrestin cells, luminescence, 90 min | max activation, % | 410,000 compounds, 0.58% hits | AID 652048, 2013; in the data active = max activation above about 30%; note: 0% is about no effect; mostly tested at two doses, the higher about 12 µM
# Target sequence (P35462 whole entry, looked up): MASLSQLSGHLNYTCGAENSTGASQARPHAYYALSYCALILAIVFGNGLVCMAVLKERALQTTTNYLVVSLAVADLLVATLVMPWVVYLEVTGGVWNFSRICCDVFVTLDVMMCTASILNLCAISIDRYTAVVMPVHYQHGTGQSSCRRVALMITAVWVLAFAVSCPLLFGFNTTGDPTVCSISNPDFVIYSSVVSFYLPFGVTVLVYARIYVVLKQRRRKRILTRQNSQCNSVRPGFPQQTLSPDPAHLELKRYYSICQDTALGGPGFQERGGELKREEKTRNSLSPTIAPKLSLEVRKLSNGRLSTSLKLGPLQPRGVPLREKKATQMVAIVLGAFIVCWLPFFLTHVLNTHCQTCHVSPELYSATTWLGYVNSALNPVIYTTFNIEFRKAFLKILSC
#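 Agonist-mode cell screen: cells plated at 1500/well and incubated overnight at 37 °C, then exposed to library compounds for 90 min at 37 °C. Detection reagent was added for 30–60 min at room temperature, and luminescence was read.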
# GLP1R cytotox: qHTS of GLP-1 Receptor Inverse Agonists: Cytotox Screen | AID 624418, 2012 | Potency, µM (top dose mostly 38.3 µM), for the others: at the top dose activity change, negative = inhibition, actives largely listed as inhibitors | HEK293 cAMP-luciferase reporter cells, luminescence, 24 h | 410,000 compounds, 0.13% hits;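 note: loss of luciferase light is scored as toxicity; potency is the fitted concentration of half-maximal effect; % is set by controls: 0 for no effect and ±100 for the full control effect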
#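 A 23 nL compound transfer followed 12 hours of cell culture at 37 deg C; exposure then lasted 24 hr. Luciferase assay detection reagent was dispensed and plates read for luminescence after a 12 min room-temperature wait.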
# SW480 rereplic: A quantitative high throughput screen for small molecules that induce DNA re-replication in SW480 colon adenocarcinoma cells; SW480 DNA re-replication, Hoechst DNA content imaging, 48 h; Potency, µM (top dose mostly 46.1 µM), for inactives: top-dose re-replication activation, usual class: activators; 340,000 compounds, 1.8% hits; note: potency is the fitted concentration of half-maximal effect; % of control where 0% means no effect; nearly all actives have a fitted effect of over 55% in size
#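 Image-based DNA-content assay: after two days of treatment, nuclei were labelled with the DNA dye Hoechst and imaged, and hits were compounds raising the count of nuclei showing high fluorescence intensity.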
# IL1B secr inh: qHTS for Inhibitors of Inflammasome Signaling: IL-1-beta AlphaLISA Primary Screen | THP-1 LPS/ATP IL-1B secretion, AlphaLISA, 16 h; active compounds read low | activity change, % at 57.5 µM | 360,000 compounds, 4.7% hits; in the data active = activity change below about -50%; inconclusive = mostly about -30% to -49%; note: % is set by controls: 0 for no effect and ±100 for the full control effect
#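 Secreted IL-1B measured by AlphaLISA bead assay after 16 h compound exposure of THP-1 cells; compounds (final up to 57.5 uM) added 1 h before LPS (250 ng/mL) and ATP (1.25 mM) stimulation; lower signal means less secretion.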
# HT1080 IDH1KD tx: qHTS for induction of synthetic lethality in tumor cells producing 2HG: qHTS for the HT-1080-IDH1KD cell line; Potency, µM (titrated, usually from 46.1 µM), without a hit: at the top dose activity, negative = toxicity, hits mostly cytotoxic; AID 686971, 2013; HT-1080 IDH1 knockdown viability, ATP luminescence, 48 h; 360,000 compounds, 2% hits;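 note: potency is the fitted concentration of half-maximal effect; 0% = DMSO wells and -100% = cell-free medium wells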
#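 Luminescent ATP read-out (CellTiter-Glo, 10 min at room temperature) after 48 h compound exposure at 37 °C gave viability of IDH1-knockdown HT-1080 cells. Activity was normalised to DMSO and cell-free wells, then fitted as concentration-response curves.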
# * hit, by the source's call; ? = inconclusive; nt = no result given; [ ] = dose if it differs, or a comment. Unless noted, calls come from the whole dose curve; as a rule, active = well fitted curve in the direction sought with a large enough effect; inconclusive = small, poorly fitted or top-dose-only effect, or another doubt; inactive = no such curve, though single readings can be large; an effect the other way counts as inactive or inconclusive. Rows were taken by chance; any-hit rate near 11%.
SMILES,HT1080-NT tox,MCF10A rereplic,KB-3-1 tox,KB-V1 cytotox,D3 ag,GLP1R cytotox,SW480 rereplic,IL1B secr inh,HT1080 IDH1KD tx
CCCCS(=O)(=O)NC1=NCN(CC)CN1,-3%,-6%,-8%,15%,-7,2%,-5%,21,4%
CCSc1nnc(NC(=O)NCC(F)(F)F)s1,14%,4%,12%,11%,-14,16%,-1%[9.22 µM],29,2%
COc1ccccc1C(=O)Nc1ccc(OC(C)C(=O)N2CCOCC2)cc1 (stereo not given),15%,11%,3%,-16%,-1,-2%,-19%,?,19%
COc1cccc(-c2csc(N3CCN(C(=O)Nc4ccc(Cl)cc4)CC3)n2)c1,-21%,21%,-25%,2%,1,-19%,29%,?,-2%
S=C(Nc1ccccc1)Nc1cccc(Br)c1,11%,4%,-2%,31%,-1,5%,-22%,-6,3%
CC(=O)Nc1ccc(S(=O)(=O)N/N=C/c2ccc(C)o2)cc1,-6%,-13%,0%,-11%,0,13%,-4%,2,-4%
CCn1c(=O)cc(OCC(=O)NCCc2cccc(C)c2)c2ccccc21,-9%,24%,?,?,-2,-10%,-21%,-3,-25%
Cc1ccc(NC(=O)Nc2ccc(Cl)cn2)cc1,4%,-3%,7%,6%,0,5%,0%,-17,11%
CN1CCN(S(=O)(=O)c2ccc(C(=O)Nc3ccccc3)cc2)CC1,17%,-3%,8%,6%,21,-12%,-4%,3,-18%
CCOCCCNC(=O)c1oc2ccc3c(c2c1C)C(O)CC(C)(C)O3 (stereo not given),16%,12%,-1%,-4%,4,-13%,3%,-24,13%
COc1ccccc1N=Nc1[nH]c2ccc(C)cc2c1O,0%,-1%,0%,32%,1,-19%,-8%,10,19%
O=C(c1ccc2c(c1)OCO2)C1CCCN(Cc2cn[nH]c2-c2ccccc2)C1 (stereo not given),6%,-5%,0%,-36%,-17,0%,-4%,-9,0%
Cc1nnc(SCC(=O)Nc2ccc(-c3nc4ccccc4s3)cc2)s1,-4%,?,-2%,-24%,1,-5%,-2%,6,-21%
CCOc1ccc(CSCCNC(=S)Nc2ccccc2)cc1,6%,0%,-31%,?,-4,-5%[1.53 µM],0%,4,-9%
CCOC(=O)N1CCN(Cc2cc(=O)oc3cc4c(cc23)CCC4)CC1,4%,-1%,-4%,-9%,4,-9%,-2%,-4,4%
COc1cccc(CNC(=O)c2ccc(C)c(NC3=NC4CS(=O)(=O)CC4S3)c2)c1 (stereo not given),-2%,17%,0%,?,-13,4%,-2%,-2,-3%
CCOc1cc(/C=C(\C#N)c2nc3ccccc3[nH]2)ccc1OC(C)C(=O)O (stereo not given),13%,?,1%,-17%,-1,-6%,?,10,7%
Cn1c(SCC(=O)N/N=C/c2ccc(O)c(O)c2)nc2ccccc21,-3%,0%,-13%,0%,4,-26%,1%,15,-10%
COc1ccc(Cn2nnc3c(=O)[nH]c(C(=O)NCCc4ccc(F)cc4)nc32)cc1OC,-13%,1%,0%,-10%,-10,-6%,1%,-1,-12%
O=c1oc(/C=C/c2ccc([N+](=O)[O-])s2)nc2ccccc12,-2%,?,0%,26%,-5,1%,6%,-62*,-16%
COCCCn1c(=O)c2ccccc2n(CC(=O)Nc2ccc3c(c2)OCCO3)c1=O,15%,-1%,8%,-22%,5,?,-8%,-5,19%
COC(=O)Nc1ccc(NC(C)=O)cc1,1%,7%,2%,11%,-2,2%,-3%,10,4%
O=C(CSc1cn(CC(=O)N2CCCC2)c2ccccc12)NCC1CCCO1 (stereo not given),3%,5%,-1%,-2%,-1,7%,2%,3,10%
Cc1ccc(C(=O)c2ccc([N+](=O)[O-])cc2)c(C)c1,-10%,6%,0%,-4%,-11,1%,0%,-5,-1%
Cc1nn(CCCC(=O)NCc2ccccc2)c(C)c1[N+](=O)[O-],1%,-2%,1%,9%,-9,-21%,-2%,36,1%
Cc1ccccc1C(=O)NNc1ccc([N+](=O)[O-])cc1,-7%,23%,12%,?,10,-8%,-18%,14,1%
COc1ccc(NC(=O)C2=Cc3cccc(OC)c3OC2)cc1,6%,-4%,2%,?,-2,15%,-3%,-5,6%
CC(=O)Nc1cncc(-c2ccccc2CO)n1,?,nt,0%,5%,3,2%,nt,6,?
CC1CCc2sc3ncn4nc(C(=O)NCc5ccco5)nc4c3c2C1 (stereo not given),12%,2%,23%,6.5µM*,7,18%,-5%,6,23%
O=C(O)/C=C/C(=O)Nc1cccnc1,?,0%,0%,?,6,2%,-3%,19,19%
Cc1ccc(C2(C)NC(=O)N(CC(=O)Nc3cc(C)on3)C2=O)cc1 (stereo not given),10%,-3%,1%,6%,-3,2%,-5%,16,12%
COc1cc(F)c(S(=O)(=O)Nc2c(C)n(C)n(-c3ccccc3)c2=O)cc1OC,nt,nt,1%,-15%,6,7%,nt,nt,nt
CCOC(=O)C1C(=O)CC(C)(O)C(C(=O)OCC)C1c1ccc(NC(C)=O)cc1 (stereo not given),12%,-32%[inhibitor],1%,1%,7,4%,11%,2,4%
Cc1ccc(-n2c(CC#N)n[nH]c2=S)c(C)c1,3%,-1%,11%,14%,5,-5%,-8%,24,-1%
CSc1ccc(CN2CCC2(C)C(=O)NCc2ccccc2Br)cc1 (stereo not given),-25%,nt,0%,-12%,5,1%,nt,35,?
O=C(CCCSc1nc2ccccc2[nH]1)Nc1nnc(C2CC2)s1,-3%,2%,17%,-2%,1,-12%,-17%,48,1%
Cc1ccc(OCC(=O)Nc2ccc(N3CCN(C(=O)c4ccco4)CC3)cc2)c(C)c1,-2%,?,?,?,16,-28%,-23%,-62*,-11%
COc1ccc(C(=O)CCC(=O)O)c(C)c1,3%,-16%,1%,10%,-6,4%,-5%,27,4%
O=C(COC(=O)C(CO)NS(=O)(=O)c1ccc(Br)cc1)Nc1ccc2c(c1)OCCO2 (stereo not given),1%[9.24 µM],-2%,-1%,22%,1,2%,-9%,25,-1%
C[C@H](NC(=O)c1nc[nH]c1C(=O)N(C)Cc1ccccc1)C(=O)OC(C)(C)C,12%,11%,10%,?,10,-1%,-4%,-5,10%
Cc1ccc(-n2c(C)cc(/C=C3/SC(=O)N(CC(=O)N4CCOCC4)C3=O)c2C)nc1,16%,2%,-6%,-22%,24,-14%,18µM*,14,4%
CC1CCN(C(=O)c2cc3c(=O)n(C)c4cc(Cl)ccc4c3s2)CC1,nt,nt,-5%,0%,-9,3%,nt,nt,nt
CC1(C(=O)NCCC#N)CCN1C(=O)c1ccccc1CCc1ccccc1 (stereo not given),?,nt,0%,2%,0,4%,nt,0,1%
COc1ccc(Br)cc1-c1noc(-c2ccccc2F)n1,9%,-1%,14%,0%,7,7%,-6%,14,9%
CCN(C(=O)C1CCN(S(=O)(=O)c2c(C)noc2/C=C/c2ccc(C)cc2)CC1)c1cccc(C)c1,nt,nt,1%,9%,-4,4%,nt,nt,nt

# One compound at a time, as listed above. Values in the order: HT1080-NT tox | MCF10A rereplic | KB-3-1 tox | KB-V1 cytotox | D3 ag | GLP1R cytotox | SW480 rereplic | IL1B secr inh | HT1080 IDH1KD tx
# `O=C(CSc1cn(CC(=O)N2CCCC2)c2ccccc12)NCC1CCCO1` (stereo not given) in the list: 3% | 5% | -1% | -2% | -1 | 7% | 2% | 3 | 10%
# `CC1CCN(C(=O)c2cc3c(=O)n(C)c4cc(Cl)ccc4c3s2)CC1` in the list: nt | nt | -5% | 0% | -9 | 3% | nt | nt | nt

# Following part
SMILES,HT1080-NT tox,MCF10A rereplic,KB-3-1 tox,KB-V1 cytotox,D3 ag,GLP1R cytotox,SW480 rereplic,IL1B secr inh,HT1080 IDH1KD tx
CCOC(=O)c1cccc(NC(=O)C2CCCN(S(=O)(=O)c3c(C)n[nH]c3C)C2)c1 (stereo not given),-14%,-2%,-3%,-3%,-6,4%,1%,6,-11%
COc1ccc(CC/C(=N\O)C2(O)CCCCC2)cc1,2%,9%,6%,12%,2,-8%,-9%,30,4%
COc1ccccc1CNC(=O)CN(c1ccc(C)cc1)S(=O)(=O)c1c(C)nn(C)c1C,-9%,-5%,1%,?,-5,-22%,-11%,-10,-9%
Nc1ncnc2c1ncn2[C@@H]1O[C@H](C(=O)N[C@@H](CO)c2ccccc2)[C@@H](O)[C@H]1O,6%,nt,0%,-4%,5,2%,nt,-20,10%
CCc1c(C)sc(NC(=S)Nc2cccnc2)c1C(=O)OC,21%,1%,-7%,-12%,5,-4%,-3%,11,15%
Cc1ccc2c(c1)S/C(=C/c1ccc[n+](C)c1)N2CCO,?,2%,?,?,0,-17%,-11%,?,?
CCCNC(=O)CCNS(=O)(=O)c1ccc2c(c1)c(=O)n(C)c(=O)n2C,nt,nt,0%,16%,9,-5%,nt,nt,nt
CN(C)S(=O)(=O)Nc1ccc(Cc2ccncc2)cc1,5%,nt,-2%,-10%,-1,-21%,nt,11,3%
Cc1ccc(N2CC(C(=O)N3CCC4(CC3)CC(=O)c3ccccc3O4)CC2=O)cc1 (stereo not given),-10%,12%,-27%,?,4,-9%,-4%,-7,-6%
NC(=O)CSc1nc2sc(-c3ccccc3)cc2c(=O)n1N,-1%,-2%,4%,-22%,0,7%,-13%,-6,-19%
CCNC(=S)N/N=C(\C)c1ccc(Cl)s1,4%,0%,-23%,?,-3,?,0%,0,4%
CCCc1nnc(SCC(=O)N2CCOCC2)n1C,11%,6%,3%,5%,0,2%,-16%,-19,23%

# Screening data (PubChem BioAssay)
